From PubChem
GPR55 beta-arrestin – GPR55 agonists via beta-arrestin recruitment, primary screen, imaging, U2OS cells, beta-arrestin-GFP redistribution (AID 1961). actives 0.048% (n = 290,000). activation, % at 10 µM; hits with a dose series show EC50 in µM. U2OS GPR55 beta-arrestin-GFP redistribution imaging; higher % means a stronger effect;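 active = activation above 40% with more than 50 cells counted in the well; inconclusive = wells holding fewer than 50 cells, flagged as toxic or sparse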;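 note: U2OS osteosarcoma cells stably expressing GPR55 and beta-arrestin-GFP; plate controls were DMSO negative control for no effect and LPI positive control for full effect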
AID2073 – inhibitors of Mint1-CaV2.2 protein interaction, biochemical, HTRF (AID 2073) | actives 0.19% (n = 290,000) | HTRF protein-protein interaction, Mint1-CaV2.2; higher % means a stronger effect | inhibition, % at 20 µM; hits with a dose series show IC50 in µM; in the data active = inhibition mostly above about 51%, no sharp cut-off; inconclusive = no clear call, values can overlap the other calls; inactive = mostly below about 53%; note: some results filed as inactive read as strong as hits
UTI89 phage lysis – inhibition of K1F phage lysis, E. coli UTI89, bacterial capsule biogenesis inhibitors, alamar blue (AID 488966); inhibition, % at 100 µM, or IC50 in µM where a hit was titrated; E. coli UTI89 K1F phage lysis, alamar blue, 2 h; higher % means a stronger effect; actives 0.02% (n = 340,000);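 active = phage lysis inhibition, versus mean bacterial control, above a set limit; inconclusive = no clear call, values can overlap the other calls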;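 note: capsule biogenesis inhibitors block K1F phage lysis so surviving cells raise fluorescence; higher fluorescence means more inhibition of phage lysis; actives were called in the ten point dose series up to 300 µM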
NTR1 agonist – NTR1-driven beta-arrestin-GFP spot formation – imaging, U2OS cells, high content, primary screen (AID 493036); actives 0.17% (n = 330,000); activation, % at 20 µM; P30989; agonist mode;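 active = activation at or above 40% of the spot to cytoplasm intensity ratio, with at least 20 cells analyzed; inconclusive = wells under 20 cells, flagged as cytotoxic or low count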;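 note: 0% = DMSO without peptide and 100% = 100 nM NTR1 peptide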
Target sequence (P30989 whole entry, looked up): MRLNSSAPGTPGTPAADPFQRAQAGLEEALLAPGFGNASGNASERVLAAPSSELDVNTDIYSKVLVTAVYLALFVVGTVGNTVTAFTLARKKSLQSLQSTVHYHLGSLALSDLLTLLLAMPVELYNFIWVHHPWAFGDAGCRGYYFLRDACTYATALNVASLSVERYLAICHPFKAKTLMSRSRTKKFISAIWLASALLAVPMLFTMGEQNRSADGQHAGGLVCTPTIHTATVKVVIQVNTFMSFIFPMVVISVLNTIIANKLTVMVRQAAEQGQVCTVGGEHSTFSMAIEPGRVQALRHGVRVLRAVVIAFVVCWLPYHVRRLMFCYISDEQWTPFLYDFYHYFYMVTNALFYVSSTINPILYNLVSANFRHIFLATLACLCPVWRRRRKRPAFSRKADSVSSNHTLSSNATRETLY
GPR55 antagonists – inhibition of LPI-stimulated GPR55 beta-arrestin translocation – imaging, U2OS, beta-arrestin-GFP, LPI agonist, primary screen (AID 2013); U2OS GPR55 beta-arrestin-GFP translocation imaging, LPI antagonism; higher % means a stronger effect; inhibition, % at 10 µM; hits with a dose series show IC50 in µM; actives 0.13% (n = 290,000);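 active = spots per cell inhibited over 60%, with over 100 cells counted and total cytoplasm intensity under 500,000; inconclusive = wells with under 100 cells, flagged as likely toxic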;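 note: U2OS cells stably carrying GPR55 and arrestin-GFP stimulated by 5 µM LPI near EC80; imaged beta-arrestin-GFP aggregate spots per cell after agonist stimulation; plate controls were LPI-stimulated DMSO wells for no effect and DMSO wells without LPI for full effect; some results filed as inactive read as strong as hits; confirmed hits need IC50 under 10 µM and bright autofluorescent wells are also inconclusive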
GPR35 antagonists – GPR35 antagonists blocking zaprinast-driven arrestin recruitment, primary screen, imaging, U2OS, beta-arrestin-GFP, zaprinast agonist (AID 2058) | U2OS GPR35 beta-arrestin-GFP translocation imaging, zaprinast antagonism; higher % means a stronger effect | inhibition, % at 10 µM, or IC50 in µM where a hit was titrated | actives 0.052% (n = 290,000);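 active = inhibition of at least 50% with at least 30 cells and total cytoplasm GFP at most 10,000,000; inconclusive = under 30 cells or total GFP of 10,000,000 plus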
Dengue-2 NS5 capping – Dengue-2 NS5 methyltransferase inhibitors, primary screen, biochemical, confirmation dose response (AID 588689) | one-dose inhibition, % at 25 µM; IC50 in µM for titrated hits | Dengue-2 NS5 methyltransferase capping enzyme assay, biochemical; higher % means a stronger effect | actives 0.3% (n = 340,000); in the data active = a potency from the dose series; inconclusive = inhibition above about 29% without an active follow-up result
SIAH1 antagonists – Siah-1 peptide-binding antagonists, primary screen, biochemical, fluorescence polarization, rhodamine-plectin, uHTS (AID 1817). Siah-1 / rhodamine-plectin peptide fluorescence polarization; higher % means a stronger effect. displacement, % at 20 µM; hits with a dose series show IC50 in µM. actives 0.02% (n = 290,000);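 active = displacement of at least 50% at 20 µM, with a fluorescence ratio check between 0.3 and a set limit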;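 note: plate controls were Siah plus tracer with DMSO for no effect and tracer alone without Siah for full effect; strong numbers were not always called active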
HIV peptide binding – cell-free HIV fusion peptide-binding blockers – biochemical, uHTS, fluorescence dequenching, primary screen (AID 1986) | cell-free peptide binding, fluorescence dequenching, 30 min; higher % means a stronger effect | one-dose inhibition, % at 20 µM; IC50 in µM for titrated hits | actives 0.3% (n = 290,000); in the data active = inhibition mostly above about 52%, no sharp cut-off; inactive = mostly below about 76%; note: some results filed as inactive read as strong as hits
NTR1 agonist cell count 20 µM – also measured in NTR1 agonist; calls as there; cell count; measured here: cell count, cytotoxicity flag
Dengue-2 NS5 capping pilot replicate – further read-out of Dengue-2 NS5 capping, marked with its call; inhibition, %; measured here: pilot screen replicate inhibition
Starred values were filed as active, the others as inactive; ? = inconclusive; . = not tested or not shown; [ ] = dose if it differs, or a comment. Hits appear at their usual frequency; 1.2% or so of the library scored in one or more.

SMILES	GPR55 beta-arrestin	AID2073	UTI89 phage lysis	NTR1 agonist	NTR1 agonist cell count 20 µM	GPR55 antagonists	GPR35 antagonists	Dengue-2 NS5 capping	SIAH1 antagonists	HIV peptide binding	others
COC(C/C=C/[C@H](O)COCc1ccccc1)OC	-0.1%	-9.9%	0.0%	0.4	61	-4.7%	5.8%	-2.0%	-4.7%	1.1%
Cn1c(SCC(=O)NC2CCCC2)nnc1-c1cccs1	0.2%	26.3%	-0.3%	-0.9	38	-2.2%	-11.8%	-9.1%	1.1%	2.1%
CN(C)S(=O)(=O)c1ccc(NC(=O)CN2CCOCC2)cc1	-0.1%	3.3%	-0.1%	-0.7	58	6.0%	-1.4%	0.6%	0.2%	-1.1%
CCC(=O)c1ccc(N2CCN(C(=O)COc3ccc(F)cc3)CC2)c(F)c1	-0.3%	-0.3%	-0.4%	1.9	51	12.6%	6.4%	-8.3%	2.3%	-3.8%
Cn1c(CN2CCCC2)nc2cc(NS(=O)(=O)c3ccccc3)ccc21	-0.1%	0.1%	0.2%	1.4	39	2.4%	-10.9%	-4.2%	2.8%	-2.5%
COc1cc2c(cc1OC)C1(CCCC1)C(N)=C2C#N	-0.1%	1.0%	0.0%	1.0	31	0.3%	-11.3%	0.7%	1.3%	3.1%
CC(C)Sc1nc2c(c(=O)[nH]1)C(c1cccs1)C1=C(CC(C)(C)CC1=O)N2 (configuration not stated)	0.4%	11.0%	-0.7%	-1.8	39	3.5%	26.4%	-4.2%	-7.5%	2.8%
O=C(COc1ccc(-c2nnco2)cc1)NC1CCCc2ccccc21 (configuration not stated)	0.3%	0.1%	-0.3%	-1.4	94	0.3%	5.3%	-9.7%	-1.6%	3.8%
Cc1noc(C(=O)Nc2ccc3c(c2)OCO3)c1Cl	0.0%	-0.5%	-0.4%	-0.3	94	6.6%	-15.7%	-0.7%	-0.3%	0.6%
N#CC(C#N)=C1C=CC=CN1/C(=C\c1ccco1)C(=O)c1ccc(Cl)cc1	0.5%	-5.5%	-0.3%	.	.	-12.8%	9.6%	-5.8%	20.1%	28.5%
CCOc1ccccc1NS(=O)(=O)c1ccc2[nH]c(=O)[nH]c2c1	-0.2%	3.3%	0.2%	0.5	52	3.6%	11.0%	-0.8%	-3.1%	0.3%
CN(c1cccc(NC(=O)CCSc2ccccc2)c1)S(C)(=O)=O	-0.2%	3.3%	2.8%	1.0	60	-0.1%	-1.3%	3.5%	1.9%	-2.2%
Cc1cccc(C(=O)Nc2ccnc(-c3cccnc3)n2)c1	-0.3%	1.8%	0.3%	0.8	38	11.8%	-9.6%	0.8%	5.5%	1.6%
Cc1ccccc1C(=O)Nc1ccc2nc3n(c(=O)c2c1)CCC3	-0.1%	-0.3%	0.1%	-1.4	90	-0.4%	5.2%	0.0%	0.6%	-0.1%
CC(C)NCc1cc(Br)ccc1OCc1ccccc1	-0.2%	-7.9%	0.3%	-0.9	59	17.8%	-1.6%	6.4%	-1.1%	0.8%
CCOc1cc(S(=O)(=O)N(CC)CC)ccc1F	-0.2%	-0.9%	2.9%	0.6	53	8.0%	4.4%	1.6%	-4.0%	-2.9%
CCOc1nc(NC(=O)NC(=O)c2ccccc2)nc(-c2ccccc2)n1	0.6%	28.7%	0.2%[50 µM]	-0.1	76	4.2%	?	-11.2%	5.0%	1.9%
CN(C)S(=O)(=O)c1ccc(C(=O)NCc2nc3ccccc3s2)cc1	-0.1%	-0.3%	0.0%	-0.8	45	-6.5%	19.2%	-9.8%	-0.9%	0.0%
CCOC(=O)c1ccc(NC(=O)NCc2ccccn2)cc1	0.3%	-3.7%	-0.1%	-0.3	66	-0.9%	5.6%	-0.6%	1.3%	-0.3%
CCCNC(=O)COc1ncnc2sc(C)c(C)c12	-0.1%	0.1%	0.3%	-0.4	72	-3.7%	-7.9%	-8.9%	-3.4%	11.6%
O=C(N/N=C/c1cc2c(cc1Br)OCO2)c1cc2ccccc2o1	0.2%	21.5%	0.3%	2.5	77	10.0%	-9.2%	0.9%	2.6%	-0.4%
Cc1nnc(N(CCC#N)CCC#N)s1	-0.1%	-3.2%	-0.6%	1.1	50	15.1%	-4.7%	3.9%	12.2%	2.5%
O=C(Nc1nncs1)C1COc2ccccc2O1 (configuration not stated)	0.0%	1.2%	-1.6%	0.5	59	12.6%	-8.3%	0.0%	-0.5%	0.9%
O=C(c1ccccc1)C1CN(c2ccccc2)CC1c1ccc(Cl)cc1 (configuration not stated)	-0.1%	1.3%	0.1%	0.5	54	15.8%	7.7%	-9.7%	-0.5%	-3.5%
C/C=C(\C)CN1CCC(n2nccc2NC(=O)c2ccc3c(c2)OCO3)CC1	0.3%	-2.7%	0.0%	-0.4	63	-0.9%	8.7%	0.0%	2.9%	-0.2%
CC(=O)C1=C(c2ccccc2)NC(=O)NC1c1ccccc1 (configuration not stated)	-0.4%	11.8%	-0.1%	0.7	68	7.0%	2.4%	-1.4%	1.4%	-1.5%
COC(=O)[C@H](CC(C)C)NC(=O)N1CCN(c2cccc(C(F)(F)F)c2)CC1	0.0%	4.6%	3.5%	2.1	55	17.5%	2.1%	-0.8%	3.1%	-1.8%
Cn1c(SCC(=O)Nc2ccc(NC(=O)c3cccc(F)c3)cc2)nnc1-c1ccncc1	-0.1%	3.9%	0.2%	0.4	35	3.0%	1.8%	-4.0%	0.6%	-1.2%
CC1=Nn2c(nnc2-c2cc(-c3ccccc3)n[nH]2)SC1	-0.1%	-13.1%	-0.3%	1.0	55	1.9%	-11.7%	1.4%	1.4%	-1.4%
CC(C)(C)c1nc2ccccc2c2nnc(SCC(=O)NCc3ccco3)n12	-0.1%	6.2%	6.3%	5.2	59	-10.9%	-0.2%	-1.6%	0.4%	0.7%

Next part; it opens with the three that closed the last part.
SMILES	GPR55 beta-arrestin	AID2073	UTI89 phage lysis	NTR1 agonist	NTR1 agonist cell count 20 µM	GPR55 antagonists	GPR35 antagonists	Dengue-2 NS5 capping	SIAH1 antagonists	HIV peptide binding	others
Cn1c(SCC(=O)Nc2ccc(NC(=O)c3cccc(F)c3)cc2)nnc1-c1ccncc1	-0.1%	3.9%	0.2%	0.4	35	3.0%	1.8%	-4.0%	0.6%	-1.2%
CC1=Nn2c(nnc2-c2cc(-c3ccccc3)n[nH]2)SC1	-0.1%	-13.1%	-0.3%	1.0	55	1.9%	-11.7%	1.4%	1.4%	-1.4%
CC(C)(C)c1nc2ccccc2c2nnc(SCC(=O)NCc3ccco3)n12	-0.1%	6.2%	6.3%	5.2	59	-10.9%	-0.2%	-1.6%	0.4%	0.7%
CC(=O)c1cccc(N=Cc2c(O)c3ccccc3oc2=O)c1	0.7%	14.2%	-0.2%	1.6	60	-14.1%	1.4%	-1.3%	7.6%	1.1%	Dengue-2 NS5 capping pilot replicate=-6.7
O=C(NC(Cc1ccccc1)C(=O)O)NC12CC3CC(CC(C3)C1)C2 (configuration not stated)	0.3%	-2.0%	4.5%	1.7	59	18.3%	-3.1%	2.3%	4.5%	2.1%
COc1ccccc1CC(=O)Nc1ccc(O)cc1C(=O)O	-0.2%	11.6%	0.0%	-1.1	78	15.1%	-5.4%	2.5%	-1.2%	2.5%
CCOC(=O)c1[nH]c2ccccc2c1NC(=O)CC(C)(C)C	-0.1%	-10.2%	-0.8%	1.1	44	1.9%	-17.0%	-4.2%	-2.0%	2.5%
Clc1ccc(CSc2ncccn2)cc1	0.1%	0.1%	0.3%	1.0	45	1.5%	8.7%	0.0%	1.9%	-1.5%
NC(=O)C1CCN(C(=O)c2ccco2)CC1	0.1%	1.1%	-2.0%	0.3	56	7.2%	5.5%	-1.0%	1.7%	1.5%
COc1ccc(C(=O)CCC(=O)N2CCN(c3cc(C)ccc3C)CC2)cc1	0.2%	-1.0%	5.5%	0.9	75	-1.1%	-3.2%	-13.6%	-0.6%	-0.8%
O=S(=O)(Nc1ccc(Cl)cc1)c1cccc2cccnc12	-0.1%	-8.2%	-0.1%	0.0	64	95.7%	-2.6%	-3.6%	-1.9%	-0.1%
CCC(=O)NCCNc1nc2cc(C)cc(C)c2cc1C#N	-0.1%	-2.5%	0.5%	-0.5	41	5.4%	3.0%	-11.7%	8.7%	-0.8%
CCC(C)NC(=O)C1CCC(CNS(=O)(=O)c2ccc3c(c2)CC(C)N3C(=O)C2CC2)CC1 (configuration not stated)	0.0%	3.9%	0.3%	0.2	71	-1.0%	3.0%	5.5%	-2.7%	-1.2%
CCCCNC(=O)Cn1cnc([N+](=O)[O-])n1	-0.1%	0.1%	0.3%	-1.7	80	1.5%	11.5%	-5.4%	-4.2%	0.7%
CCc1cc(C(=O)NNC(=O)CCl)sc1C	-0.3%	-9.6%	0.2%	0.1	39	4.4%	-15.4%	-3.9%	2.1%	-2.3%
CCN(CC)S(=O)(=O)c1ccc(N2CCCC2)c(NC(=O)c2c(-c3ccccc3)noc2C)c1	-0.1%	7.6%	1.1%	-0.1	51	-5.2%	-2.0%	-11.6%	-2.4%	-0.5%
Nc1nc(Sc2c([N+](=O)[O-])cc(C(F)(F)F)cc2[N+](=O)[O-])n[nH]1	-0.2%	-3.6%	3.4%	6.3	42	-6.4%	14.2%	-3.8%	0.3%	0.7%
CC12CC(NC(=O)N1c1ccc(C(=O)N3CCN(c4ccc(F)cc4)CC3)cc1)c1ccccc1O2 (configuration not stated)	0.0%	-3.2%	5.8%	2.5	80	4.1%	-14.1%	0.0%	0.1%	4.5%
COCCN1CCN(C(=O)c2cc(COc3ccc(Cl)cc3OC)on2)CC1	-0.1%	49.2%	0.1%	-1.0	51	-4.0%	-5.0%	-9.8%	2.4%	0.6%
CN(Cc1ccccc1)c1nc2c(c(=O)[nH]c(=O)n2C)n1C	0.1%	14.3%	0.7%	4.4	56	1.7%	-12.8%	3.9%	22.1%	2.3%
C=CCOc1ccc(CNc2ccc(NC(=O)CCC)cc2)cc1OCC	0.0%	-15.3%	0.8%[50 µM]	6.0	50	9.3%	-0.7%	-4.8%	7.9%	-2.3%
